# Source: PubChem
# TrxR1 substrate = qHTS Assay for Substrates of Mammalian Selenoprotein Thioredoxin Reductase 1 (TrxR1): qHTS; AID 588456, 2011; purified TrxR1 substrate turnover, NADPH consumption readout; Potency, µM (doses to about 114 µM), inactives show top-dose activity change, negative = substrate turnover; 390,000 tested, 0.01% active; further: on the % scale 0 is the no-effect control and ±100 the full control effect; nearly all actives have a fitted effect of over 50% in size
# Target sequence (O89049 whole entry, looked up): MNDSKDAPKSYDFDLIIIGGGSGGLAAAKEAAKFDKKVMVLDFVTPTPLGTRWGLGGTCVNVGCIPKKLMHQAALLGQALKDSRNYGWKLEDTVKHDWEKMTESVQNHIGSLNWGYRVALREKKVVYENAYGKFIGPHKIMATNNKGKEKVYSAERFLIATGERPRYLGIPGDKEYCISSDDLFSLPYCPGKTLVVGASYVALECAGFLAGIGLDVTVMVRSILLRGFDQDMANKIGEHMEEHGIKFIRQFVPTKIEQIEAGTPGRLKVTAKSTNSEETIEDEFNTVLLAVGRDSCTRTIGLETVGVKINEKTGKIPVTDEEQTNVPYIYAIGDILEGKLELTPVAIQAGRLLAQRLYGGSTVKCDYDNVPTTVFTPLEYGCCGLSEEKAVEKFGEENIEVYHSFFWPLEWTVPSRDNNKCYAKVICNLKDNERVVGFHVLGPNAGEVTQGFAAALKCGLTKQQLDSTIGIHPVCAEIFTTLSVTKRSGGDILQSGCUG
#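 Rat TrxR1, dispensed at 90 nM, was prereduced with 400 uM NADPH (final) for 5 min at ~22 deg C, then incubated with compound 15 min before 400 uM selenite. A first-read NADPH fluorescence drop versus no-compound background flagged substrates.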
# USP1-UAF1 inh = Inhibitors of USP1/UAF1: Primary Screen; recombinant USP1/UAF1, Ub-Rhodamine cleavage fluorescence; 390,000 tested, 0.23% active; Potency, µM (highest dose often 57.1 µM), for the others: at the highest dose activity change, negative = inhibition, most hits filed as inhibitors; further: on the % scale 0 is the no-effect control and ±100 the full control effect; nearly all actives have a fitted effect of over 60% in size; inactives centre near -12
#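 USP1/UAF1 complex (1 nM) preincubated 15 min at room temperature with compound, then Ub-Rho substrate (150 nM final) added. Kinetic fluorescence at 480/540 nm over 6 reads at 60 s intervals; 50 mM HEPES pH 7.8, 0.5 mM EDTA, 0.1 mg/ml BSA, 1 mM TCEP, 0.01% Tween-20.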
# ALOX12 inh = Primary qHTS assay for inhibitors of human arachidonate 12S-lipoxygenase (ALOX12): Round 2; Polyunsaturated fatty acid lipoxygenase ALOX12 (Homo sapiens), P18054; purified 12hLO, xylenol orange hydroperoxide absorbance; Potency, µM (top dose mostly 108 µM), for inactives: top-dose activity change, negative = inhibition, hits mostly inhibitors; 580,000 tested, 1.1% active; further: on the % scale 0 is the no-effect control and ±100 the full control effect
#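 Hydroperoxide product was detected by ferrous iron/xylenol orange as the 573 to 405 nm absorbance ratio. Arachidonic acid at 40 uM (final) was turned over for 30 min at room temperature by 150 nM human 12hLO, pH 7.0 Hepes buffer, after 15 min compound preincubation.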
# Vif-A3F inh = qHTS for Inhibitors of Vif-A3F Interactions: qHTS | AID 602313, 2012 | HeLa A3F-eYFP + Vif (tagged APOBEC3F with the HIV-1 protein that degrades it), YFP fluorescence increase | Potency, µM (highest dose often 46.1 µM), without a hit: at the highest dose activity, negative = active | 390,000 tested, 0.2% active; further: % of control where 0% means no effect; nearly all actives have a fitted effect of over 65% in size
#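 Fluorescence increase (Ex 488/Em 500-530) after overnight compound treatment at 37 deg C flags inhibition of Vif-driven A3F-eYFP loss in stable HeLa A3F-eYFP/Vif cells seeded overnight beforehand.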
# RGS4 inhibitor = Inhibitors of Regulator of G Protein Signaling (RGS) 4: qHTS | Regulator of G-protein signaling 4 (Homo sapiens), P49798 | Transcreener GDP fluorescence polarization, RGS4-accelerated GTP hydrolysis | Potency, µM (top dose mostly 114 µM), without a hit: at the top dose activity change, negative = inhibition, usual class: inhibitors | 390,000 tested, 0.039% active | AID 504845, 2011; further: on the % scale 0 is the no-effect control and ±100 the full control effect; nearly all actives have a fitted effect of over 75% in size; some results filed as inactive show a strong effect at the top dose
#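 MLSMR compounds (23 nl, pin-transferred) preincubated 10 min at room temperature with a 500nM (2x) first reagent, then RGS4 at 900nM (2x) plus Transcreener GDP mix added; fluorescence polarization (620/688 nm) read before and after 90 min at 30 °C.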
# mIDH1 inhibitor = qHTS for Inhibitors of mutant isocitrate dehydrogenase 1 (IDH1): qHTS | IDH1-R132H enzyme, NADPH consumption, diaphorase/resazurin fluorescence | Potency, µM (top dose mostly 76.6 µM), inactives show at the top dose activity change, negative = inhibition, hits mostly inhibitors | 390,000 tested, 0.093% active | AID 602179, 2012; further: on the % scale 0 is the no-effect control and ±100 the full control effect; nearly all actives have a fitted effect of over 65% in size
# Target sequence (O75874 whole entry R132H, stated change not applied): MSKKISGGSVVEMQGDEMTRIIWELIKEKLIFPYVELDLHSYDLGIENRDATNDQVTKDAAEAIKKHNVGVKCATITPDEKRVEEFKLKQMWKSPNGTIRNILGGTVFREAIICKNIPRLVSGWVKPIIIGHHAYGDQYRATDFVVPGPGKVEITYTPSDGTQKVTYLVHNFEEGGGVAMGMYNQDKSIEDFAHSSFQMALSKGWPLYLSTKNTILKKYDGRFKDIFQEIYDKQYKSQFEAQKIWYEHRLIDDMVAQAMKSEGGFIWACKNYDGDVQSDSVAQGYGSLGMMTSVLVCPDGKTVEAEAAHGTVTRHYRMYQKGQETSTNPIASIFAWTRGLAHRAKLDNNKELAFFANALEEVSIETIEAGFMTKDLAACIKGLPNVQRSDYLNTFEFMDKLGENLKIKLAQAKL
#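 IDH1-R132H (0.5 ug/mL dispensed) in pH 7.5 Tris buffer was preincubated 30 min with compound, then given a substrate mix of 0.016 mM NADPH and 2 mM alpha-KG for 80 min at room temperature; remaining NADPH was read by diaphorase/resazurin fluorescence.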
# RXFP1 ag = qHTS Assay for Agonists of the Relaxin Receptor RXFP1; Potency, µM (titrated, usually from 57.5 µM), for inactives: at the highest dose activation, usual class: activators; HEK293T-RXFP1 cAMP TR-FRET, 30 min; response scale: percent of porcine relaxin response, buffer zero; AID 2676, 2010; 370,000 tested, 0.3% active; Relaxin receptor 1 (Homo sapiens), Q9HBX9; further: on the % scale 0 is the no-effect control and ±100 the full control effect; nearly all actives have a fitted effect of over 60% in size; many of its hits are not listed in these tables
#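 HEK293 cells stably expressing RXFP1, treated 30 min at 37C with compounds plus PDE4 inhibitor Ro 20174; cAMP measured by HTRF TR-FRET. Normalized to buffer and 29 nM porcine relaxin; EC50 by Hill fit.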
# TrxR1 inh = qHTS Assay for Inhibitors of Mammalian Selenoprotein Thioredoxin Reductase 1 (TrxR1): qHTS; recombinant rTrxR1, NADPH fluorescence consumption, selenite substrate; Potency, µM (series often up to 114 µM), without a hit: at the top dose activity change, negative = inhibition, usual class: inhibitors; 390,000 tested, 1% active; AID 588453, 2011; further: on the % scale 0 is the no-effect control and ±100 the full control effect; nearly all actives have a fitted effect of over 65% in size
#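 Rat TrxR1 (90 nM in the dispensed reagent) was pre-reduced with 400 uM NADPH for 5 min at room temperature, then incubated with compound for 15 min. After 400 uM selenite was added, NADPH fluorescence (Ex 340/Em 450 nm) was followed for 8 min.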
# Vif-A3G inh = qHTS for Inhibitors of Vif-A3G Interactions: qHTS; DNA dC->dU-editing enzyme APOBEC-3G (Homo sapiens), Q9HC16; HeLa A3G-eYFP + Vif (tagged APOBEC3G with the HIV-1 protein that degrades it), YFP fluorescence, overnight; Potency, µM (doses to about 46.1 µM), inactives show at the top dose activity, negative = active, most hits filed as inhibitors; 410,000 tested, 0.076% active; AID 602310, 2012;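 further: on the % scale 0 is the no-effect control and ±100 the full control effect; nearly all actives have a fitted effect of over 60% in size; hits raise eYFP signal because A3G escapes Vif-driven loss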
#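 Read-out is eYFP fluorescence (Ex 488/Em 500-530) from Vif-expressing HeLa A3G-eYFP cells; more signal means A3G escaped Vif-mediated degradation. Cells plated overnight, compound pinned in, incubated overnight at 37 deg C.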
# Starred values were filed as active, the others as inactive; i = inactive; ? = inconclusive; . = not tested or not shown; [ ] = another dose, or the depositor's remark. The call rests on the fitted dose curve; in most records, active means well fitted curve in the direction sought with a large enough effect; inconclusive means small, poorly fitted or top-dose-only effect, or another doubt; inactive means no such curve, though single readings can be large; an effect the other way counts as inactive or inconclusive. Potency means the concentration at half of the fitted maximal effect.
SMILES,TrxR1 substrate,USP1-UAF1 inh,ALOX12 inh,Vif-A3F inh,RGS4 inhibitor,mIDH1 inhibitor,RXFP1 ag,TrxR1 inh,Vif-A3G inh
CCN(CC)CCCN=C(C)C1=C(O)c2ccccc2C1=O,-5.0%[57.1 µM],-10.9%,0.0%,5.8%,0.3%,19.8%,8.1%,-16.6%[57.1 µM],1.5%
CCc1ccc2nc(N3C(=O)C(O)=C(C(=O)c4ccco4)C3c3cccs3)sc2c1 (stereo not drawn),-11.6%,?,.,2.6%,?,12.6%,18.0%,?,-9.9%
CCOC(=O)c1cnc2c(C#N)cnn2c1N,14.1%[57.1 µM],-18.8%,-9.5%,-20.0%,13.5%,-2.1%,-0.9%,10.3%[57.1 µM],-2.5%
COc1ccccc1-n1ccnc1SCC(=O)NCC1CCCO1 (stereo not drawn),0.4%,-19.4%,-1.5%,5.1%,-14.6%,4.6%,1.2%,19.7%,4.1%
O=[N+]([O-])c1ccc(N2CCN(c3ccccn3)CC2)c(Cl)c1,0.7%[57.1 µM],-18.1%,-26.3%,5.5%,7.9%,3.1%,-0.5%,11.9%[57.1 µM],-4.9%
Cc1ccc(NC(=O)CN(C)C(=O)CCOc2ccccc2C)cc1,-21.9%[57.1 µM],-13.6%,-0.4%,9.7%,-27.2%,3.0%,-1.2%,3.5%[57.1 µM],-0.4%
O=C(O)CCCCCn1c(SCc2cc(=O)n3cc(Cl)ccc3n2)nc2ccsc2c1=O,-3.5%,-11.8%,10.1%,7.8%,-18.7%,13.2%,?,-8.6%,-5.1%
COc1ccc(CCNC(=O)c2cccc(S(=O)(=O)N3CCc4ccccc4C3)c2)cc1,-6.1%,-10.7%,i,2.9%,9.4%,-13.5%,0.8%,15.1%,1.6%
CC1Cc2cc(S(=O)(=O)N3CCC(C(=O)N(C)Cc4ccccc4)CC3)ccc2N1C(=O)C1CC1 (stereo not drawn),8.2%[57.1 µM],-11.3%,10.1%,2.9%,-14.6%[56.9 µM],-2.8%,-0.5%,21.0%[57.1 µM],-0.9%
COc1ccc2c(=O)c3c(=O)n(CCc4ccccc4)c(C)nc3oc2c1,1.7%[57.1 µM],?,110.8%[activator],-17.6%,15.4%,0.5%,.,5.8%[57.1 µM],-1.0%
c1ccc(-c2nc(NC3CC3)nc(-n3ccnc3)n2)cc1,7.8%,-13.6%,0.0%,3.7%,-7.7%,0.3%,0.5%,16.7%,-6.4%
Cc1ccc([N+](=O)[O-])cc1N(CC(=O)NCC1CCCO1)S(C)(=O)=O (stereo not drawn),-6.0%,-16.3%,-9.1%,8.2%,14.4%,6.0%,-0.5%,6.0%,0.4%
O=C(CCN1CCN(c2ccccc2)CC1)NNC(=S)Nc1ccccc1Cl,9.7%[57.1 µM],-14.0%,10.6%,-14.4%,-25.2%,-3.9%,-0.6%,8.6%[57.1 µM],-2.6%
CC(=O)Nc1ccc(C(=O)Cn2c3[n+](c4c(F)c(F)ccc42)CCCCC3)cc1,1.4%[57.1 µM],-3.8%,12.1%,-4.0%,-42.6%,5.3%,-1.6%,13.6%[57.1 µM],-1.3%
C=CCn1c(SCC(C)=O)nc2sc3c(c2c1=O)CCC3,-0.8%[57.1 µM],-9.6%,-2.5%,-1.7%,-25.9%,0.0%,-0.5%,-2.0%[57.1 µM],-0.4%
CCc1c(C)nc2c(OC)cccc2c1SCCC(=O)O,23.6%,-4.8%,-18.2%,-12.5%,19.7%,-0.5%,-1.4%,19.7%,-0.1%
O=C(NCC(=O)N1CCCC1)c1ccccc1F,-1.5%,-15.8%,1.4%,2.5%,8.9%,7.2%,0.9%,8.2%,-0.7%
O=C(c1cc(-c2ccccc2Cl)on1)N1CCN(C(=O)c2ccco2)CC1,-4.8%,-5.3%,-2.6%,-3.9%,-11.4%,14.7%,-0.4%,-7.3%,2.0%
CC1=NCCN1S(=O)(=O)c1cc([N+](=O)[O-])ccc1Cl,-19.7%[57.1 µM],-5.6%,-8.2%,-13.4%,-32.8%,5.5%,1.7%,17.0%[57.1 µM],-0.8%
O=C1C=C(c2ccccc2)C[C@@H](c2ccc(Cl)cc2)C1,4.8%,-21.4%,-4.7%,-7.0%,-20.7%,14.3%,0.9%,18.4%,1.2%
CCN(C(=O)c1cc2c(s1)-c1ccccc1S(=O)(=O)C2)c1cc(OC)ccc1OC,4.9%[57.1 µM],-14.6%,35.0%[activator],4.7%,9.5%,-10.0%,2.0%,8.7%[57.1 µM],-1.6%
COC(=O)[C@]1(CC(C)C)N[C@H](c2ccc(SC3CCCCC3)c(OC)c2)[C@@H]2C(=O)N(C)C(=O)[C@@H]21,2.9%[57.1 µM],-31.9%,5.4%,3.6%,10.0%,-6.5%,-0.7%,3.6%[57.1 µM],1.1%
Cc1cccc(NC(=O)Nc2c(C)n(C)n(-c3ccccc3)c2=O)c1C,-0.8%,-19.7%,-2.0%,-1.8%,34.4%,-5.4%,1.6%,13.6%,1.7%
Cc1cc(O)c(C=Nc2ccc(N3CCOCC3)cc2)c(C)c1Cl,-6.3%,-18.0%,?,-1.6%,6.0%,-5.3%,-0.7%,-6.7%,-0.5%
Cc1ccc2nc(SCCC#N)nc(C)c2c1,-5.0%,-12.9%,23.0%,.,?,5.5%,4.9%,-12.4%,0.4%
SMILES,TrxR1 substrate,USP1-UAF1 inh,ALOX12 inh,Vif-A3F inh,RGS4 inhibitor,mIDH1 inhibitor,RXFP1 ag,TrxR1 inh,Vif-A3G inh
Cc1ccc(-c2nnn(CC(=O)NC3CCCc4ccccc43)n2)cc1 (stereo not drawn),-6.2%[57.1 µM],-1.3%,0.0%,-4.2%,9.2%,-7.7%,1.8%,3.7%[57.1 µM],0.6%
COc1ccc(-c2csc(-n3ncc(C(=O)O)c3C(F)(F)F)n2)cc1,-3.7%,-8.1%,?,-4.0%,10.9%,-11.9%,2.4%,12.1%,-0.7%
O=C(NCc1ccc(F)cc1)c1ccc2c(c1)nc1n2CCCCC1,-5.5%[57.1 µM],-5.8%,-1.4%,-0.8%,20.0%,-18.1%,-1.6%,0.8%[57.1 µM],-1.5%
COc1ccc(C(=O)N/N=C\c2coc3ccc(Cl)cc3c2=O)cc1,-10.1%,-4.9%,5.4%,3.7%,22.5%,-10.5%,1.7%,0.5%,6.0%
Nc1nc(-c2ccco2)nn1C(=O)c1cccnc1,-1.5%,-4.3%,-6.6%,-6.5%,22.9%,12.3%,-0.3%,?,0.0%
O=C(O)CCCC(=O)Nc1ccc(Br)cc1,-3.6%,-18.8%,-12.4%,-3.3%,-15.9%,1.5%,0.3%,8.6%,-3.7%
CCOCCCN(C)C1CCN(S(=O)(=O)c2csc(C(N)=O)c2)CC1,-4.3%,-6.0%,?,0.6%,-2.5%,3.0%,0.9%,-30.5%,4.8%
O=C(NCCCNc1ccc([N+](=O)[O-])cc1Cl)c1ccccc1F,-6.7%,-6.4%,13.1%,-0.4%,-7.1%,9.1%,2.0%,5.3%[57.1 µM],-6.4%
O=C(O)c1ccc(NS(=O)(=O)/C=C/c2ccccc2)cc1,-5.2%[57.1 µM],-16.9%,154.6%[activator],-3.0%,-32.3%,3.2%,0.5%,15.3%[57.1 µM],-0.2%
S=C(NC1CCCCC1)NN1CCCCCC1,7.9%[57.1 µM],-11.3%,-10.2%,-27.3%,6.2%,-1.8%,.,-32.3%,0.0%
COc1ccc(CCNC(=O)C(=O)NCCOc2ccccc2Cl)cc1OC,-11.8%,-13.8%,-14.6%,0.2%,-7.7%,2.8%,0.6%,-12.7%,-2.9%
COc1ccccc1-c1cc(C(F)(F)F)nc(N2CCN(c3ccccc3)CC2)n1,6.3%,-15.7%,10.3%,-0.5%,-25.0%,2.9%,-3.8%,20.4%,1.8%
Cc1ccc(S(=O)(=O)/N=C2\C=C(NS(=O)(=O)c3ccccc3)C(=O)c3ccccc32)cc1,-14.6%,17.8µM*,?,6.7%,-10.8%,11.0%,.,?,-0.9%
CC1(C)OC(=O)C2(Cc3ccccc3N3CCCC32)C(=O)O1 (stereo not drawn),17.3%,.,.,.,-13.0%,.,.,17.1%,2.5%

# An excerpt, so the mix of outcomes need not match the whole.
